FBPA coupling cs: qHTS Assay for Inhibitors of Fructose-1,6-bisphosphate Aldolase from Giardia Lamblia: Coupling assay counterscreen | coupling enzyme system counterscreen, AmpLite Red fluorescence | activity change, negative = inhibition, % at 58.2 µM, hits read low | hit rate 0.67% among 290,000; in the data active means activity change below about -30%; further: on the % scale 0 is the no-effect control and ±100 the full control effect
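Activity here indicates interference with the coupling reaction, not aldolase inhibition. Compounds at 57.5 uM final met coupling enzymes for 10 min at RT; substrate and AmpLite Red detection followed, with a 525/598 nm fluorescence read after 20 min.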
KCNH2 3.1 block: qHTS for Inhibitors of KCHN2 3.1: Mutant qHTS. AID 720553, 2013. hit rate 0.95% among 340,000. Potassium voltage-gated channel subfamily H member 2, brain isoform KCNH2 3.1 (human). activity change, % (tested at about 1.8 µM). U2OS KCNH2 3.1, thallium flux FluxOr; active compounds read low;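 active means maximum activity change below -70%; inconclusive means maximum activity change from -70% to -50%; inactive means maximum activity change above -50%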;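 further: thallium influx rate constant from kinetic fluorescence after stimulation buffer; on the % scale 0 is the no-effect control and ±100 the full control effect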
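Steps: virus added to U2OS suspension (4 h, RT, dark); medium with 10% FBS added, cells plated, 37 C overnight; FluxOr/Red40 loading buffer 45 min RT; stimulation buffer, 2 min kinetic read; rate constant normalized.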
Rab9 prom act: qHTS Assay for Rab9 Promoter Activators; Huh7 Rab9 promoter-luciferase reporter, luminescence, 24 h; Potency, µM (doses to about 9.22 µM), for the others: at the top dose activation, negative = inhibition, most hits filed as activators; hit rate 2.8% among 320,000; further: potency means the concentration at half of the fitted maximal effect; % of control where 0% means no effect; nearly all actives have a fitted effect of over 60% in size
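Using Huh7 cells stably transfected with Rab9 promoter–luciferase, compounds were incubated 24 h at 37 °C, 5% CO2; luciferase luminescence was read 10 min after reagent addition.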
VP16 counter: VP16 counterscreen qHTS for inhibitors of ROR gamma transcriptional activity; hit rate 3.5% among 310,000; Potency, µM (highest dose often 53.6 µM), for inactives: at the highest dose activity, negative = inhibition, usual class: inhibitors; Drosophila S2 Gal4-VP16 UAS-luciferase, luminescence, 20 h; AID 2546, 2010;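 further: Gal4-VP16 expression switched on by copper sulfate through the metallothionein promoter; potency means the concentration at half of the fitted maximal effect; on the % scale 0 is the no-effect control and ±100 the full control effect; nearly all actives have a fitted effect of over 50% in size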
FLuc modulator: qHTS profiling assay for firefly luciferase inhibitor/activator using purifed enzyme and Km concentrations of substrates (counterscreen for miR-21 project) | Luciferin 4-monooxygenase (Photinus pyralis), P08659 | Potency, µM (titrated, usually from 57.5 µM), without a hit: at the top dose activity change, negative = inhibition, usual class: inhibitors | purified FLuc, Km substrates, luminescence inhibition | hit rate 6.9% among 360,000;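 further: potency means the concentration at half of the fitted maximal effect; plate controls were vehicle for no effect and reference inhibitor for full effect; nearly all actives have a fitted effect of over 55% in size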
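Purified P. pyralis luciferase (10nM final) with 10uM D-luciferin and 10uM ATP (Km levels) in 50mM Tris acetate pH 7.5, 10mM Mg acetate, 0.01% Tween-20, 0.05% BSA; qHTS 6-point titration, ~60 µM downward; luminescence read.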
RORg inh: qHTS for inhibitors of ROR gamma transcriptional activity; Nuclear receptor ROR-gamma (Mus musculus), P51450; Drosophila S2 Gal4-RORgamma UAS-luciferase reporter, 20 h; Potency, µM (doses to about 53.6 µM), for inactives: top-dose activity change, negative = inhibition, most hits filed as inhibitors; hit rate 5.4% among 310,000; AID 2551, 2010; further: potency means the concentration at half of the fitted maximal effect; on the % scale 0 is the no-effect control and ±100 the full control effect; nearly all actives have a fitted effect of over 60% in size
Target sequence (P51450 whole entry, looked up, the tested form may be a part): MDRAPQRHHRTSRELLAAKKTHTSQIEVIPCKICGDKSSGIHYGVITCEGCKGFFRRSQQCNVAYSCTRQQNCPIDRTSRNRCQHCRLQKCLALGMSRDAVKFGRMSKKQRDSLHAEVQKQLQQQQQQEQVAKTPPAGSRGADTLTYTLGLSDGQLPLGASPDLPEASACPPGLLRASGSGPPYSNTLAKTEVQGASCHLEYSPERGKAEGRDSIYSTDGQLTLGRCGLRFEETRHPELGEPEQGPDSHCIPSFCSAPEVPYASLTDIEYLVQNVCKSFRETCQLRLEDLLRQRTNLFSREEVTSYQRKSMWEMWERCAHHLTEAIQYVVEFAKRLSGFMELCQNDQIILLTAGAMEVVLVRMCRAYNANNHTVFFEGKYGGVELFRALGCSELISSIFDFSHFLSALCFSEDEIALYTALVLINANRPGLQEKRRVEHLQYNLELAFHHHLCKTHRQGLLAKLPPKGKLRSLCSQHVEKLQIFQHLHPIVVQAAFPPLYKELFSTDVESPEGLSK
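Stable Schneider cell line, Gal4 DNA-binding domain fused to ROR gamma, UAS-luciferase. Cmpd 1 hr RT → CuSO4 700 uM final → 20 hr RT → luciferase reagent 10 min → luminescence.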
Tb PFK block: qHTS Assay to Find Inhibitors of T. brucei phosphofructokinase | Potency, µM (series often up to 57.5 µM), inactives show at the top dose activity, negative = inhibition, usual class: inhibitors | AID 485367, 2010 | T. brucei PFK, ADP-Glo luminescence | hit rate 0.17% among 330,000 | ATP-dependent 6-phosphofructokinase (Trypanosoma brucei brucei), O15648;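 further: potency means the concentration at half of the fitted maximal effect; 0% = uninhibited 1x PFK enzyme wells and -100% = no-enzyme wells; nearly all actives have a fitted effect of over 60% in size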
Target sequence (O15648 whole entry, looked up): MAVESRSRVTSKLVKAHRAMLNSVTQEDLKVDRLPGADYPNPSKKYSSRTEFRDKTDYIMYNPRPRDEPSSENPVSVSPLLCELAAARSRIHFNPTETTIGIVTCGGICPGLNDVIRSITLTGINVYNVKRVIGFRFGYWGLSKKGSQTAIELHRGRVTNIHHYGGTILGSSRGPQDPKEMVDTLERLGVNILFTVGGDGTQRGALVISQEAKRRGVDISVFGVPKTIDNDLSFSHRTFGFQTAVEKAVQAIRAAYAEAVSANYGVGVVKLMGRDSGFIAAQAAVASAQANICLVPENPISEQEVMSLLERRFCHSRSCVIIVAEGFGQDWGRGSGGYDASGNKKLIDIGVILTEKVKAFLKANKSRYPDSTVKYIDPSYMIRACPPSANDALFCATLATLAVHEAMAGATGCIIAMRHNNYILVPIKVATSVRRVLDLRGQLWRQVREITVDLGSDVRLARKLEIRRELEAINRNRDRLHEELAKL
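Activity is normalized to no-enzyme wells (full inhibition) and 1.25 nM enzyme wells (no inhibition). Reaction: 0.5 mM F6P, 0.1 mM ATP, 45 min RT, ADP-Glo luminescence; concentration-response curves fitted and classed by quality.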
uPA surface inh: qHTS for Inhibitors of Cell Surface uPA Generation | cell surface uPA generation assay, qHTS | Potency, µM (doses to about 38.3 µM), for the others: top-dose activity change, negative = inhibition, hits mostly inhibitors | hit rate 0.31% among 330,000; active means well fitted inhibition curve with a large enough effect; inconclusive means small, poorly fitted or top-dose-only effect; inactive means no such curve, though single readings can be large or run the other way; tested in mouse RAW 264.7 cells; further: potency means the concentration at half of the fitted maximal effect; on the % scale 0 is the no-effect control and ±100 the full control effect; nearly all actives have a fitted effect of over 55% in size
NPC1 promoter act: qHTS Assay for NPC1 Promoter Activators; Huh7 NPC1 promoter luciferase reporter, 24 h; Potency, µM (titrated, usually from 9.22 µM), for the others: at the top dose activation, usual class: activators; hit rate 2.4% among 320,000; AID 485313, 2010;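 further: potency means the concentration at half of the fitted maximal effect; % of control where 0% means no effect; nearly all actives have a fitted effect of over 60% in size; reporter is driven by a mutant NPC1 promoter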
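Huh7 cells stably carrying NPC1 promoter–luciferase, plated in Opti-MEM with 10% FBS for 2 h, were exposed to compound in DMSO for 24 h at 37 °C; luciferase reagent was added for 10 min and luminescence read.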
ELG1 genotox: qHTS screen for small molecules that induce genotoxicity in human embryonic kidney (HEK293T) cells expressing luciferase-tagged ELG1 | HEK293T ELG1-luciferase reporter, luminescence, 16 h | Potency, µM (highest dose often 46 µM), for the others: at the top dose activity change, positive = activation, most hits filed as activators | hit rate 1.3% among 330,000; further: potency means the concentration at half of the fitted maximal effect; % of control where 0% means no effect; nearly all actives have a fitted effect of over 60% in size
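Reporter readout depends on ELG1 protein level, which increases with genetic stress. After 16 hr compound exposure at 37 °C, luciferase activity was quantified using ONE-Glo.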
Giardia killer: Small Molecules that selectively kill Giardia lamblia: qHTS | hit rate 0.15% among 340,000 | Giardia lamblia trophozoite viability | activity change, % at 7.66 µM, hits read low; in the data active means activity change below about -80%; inconclusive means between about -30% and that limit;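 further: parasites exposed to compound for two days anaerobically before the ATP read; on the % scale 0 is the no-effect control and ±100 the full control effect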
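Luminescent ATP signal served as the viability read-out, measured 15-30 min after adding ATP detection reagent to trophozoites that had been incubated with compounds for 48 hrs at 37 deg C anaerobically at 100 cells/well.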
Numbers without * were called inactive; ? = inconclusive; . = no result given; & = joins results of further samples; [ ] = remark or other dose. Unless noted, the call rests on the fitted dose curve; in most records, active means well fitted curve in the direction sought with a large enough effect; inconclusive means small, poorly fitted or top-dose-only effect, or another doubt; inactive means no such curve, though single readings can be large; an effect the other way counts as inactive or inconclusive.

Sequence of screens: FBPA coupling cs	KCNH2 3.1 block	Rab9 prom act	VP16 counter	FLuc modulator	RORg inh	Tb PFK block	uPA surface inh	NPC1 promoter act	ELG1 genotox	Giardia killer
> CN(C(=O)Nc1ccc(S(=O)(=O)N(C)C)cc1)C1CCCCC1
→ 2.5	-13.1	5.1%	-21.4%	-11.2%	18.8%	-0.9%	2.2%	9.2%	5.5%	6.8
> CCOCCCNCc1ccc(Cl)cc1
→ -2.4	6.3	-2.1%	-1.9%	0.6%	-8.2%	-8.3%	1.4%	-2.0%	-1.7%	16.7
> CC(=O)c1cccc(OCC(=O)NC2CCCCCC2)c1
→ .	-4.5	11.1%	.	-14.5%	.	-0.5%	-3.9%	13.8%	5.3%	-13.5
> NS(=O)(=O)c1cc(C(=O)OCC(=O)Nc2ccc(N3CCCCC3)cc2)ccc1Cl
→ 1.4	0.0	20.0%	5.0%	?	7.1%	5.5%	-1.3%	9.9%	6.0%	-25.7
> CC(C)n1c(N2CCN(CC(=O)NCc3cccs3)CC2)nc2ccccc21
→ 1.0	-16.0	-2.0%	3.2%	-0.2%	21.8%	-5.1%	8.7%	-0.7%	-3.4%	-10.1
> Cc1ccc(-n2cnc(=O)c3cccnc32)cc1
→ -2.7	-3.7	0.5%	?	-3.0%	19.7%	-2.1%	-8.9%	6.1%	-0.4%	-6.6
> COc1ccc(C(=O)/C=C/Sc2nc3ccccc3o2)cc1
→ -0.4	-19.2	-42.9%[inhibitor]	-16.7%	2.39µM*	?	-1.1%	-10.3%	-19.8%	9.3%	8.0
> CC(=O)c1ccc(OC(=O)C2CSC3(C)CCC(=O)N23)cc1 (stereo not given)
→ .	-21.3	1.6%	.	6.3%	.	-1.0%	-5.9%	-0.9%	-2.7%	3.7
> COc1ccc(CCN2C(=NC(=O)CC(C)C)SC3CS(=O)(=O)CC32)cc1OC (stereo not given)
→ 6.6	11.4	0.0%	3.9%	1.1%	43.7%	-8.0%	4.2%	9.7%	-6.4%	0.9
> CC1CC(C)CN(CCCNC(=O)Cn2ncc3c([nH]c4ccccc43)c2=O)C1 (stereo not given)
→ .	-18.4	-4.5%	-10.1%	5.5%	-11.2%	-2.7%	6.3%	-1.4%	4.1%	-1.6
> C=CCn1c(=O)c(C(=O)Nc2cccnc2)c(O)c2ccccc21
→ -7.6	2.9	-1.7%	-18.8%	3.5%	36.5%	10.4%	4.5%	1.4%	-9.4%	11.7
> COc1ccc(C(=S)NC2CCCCC2)cc1
→ -0.3	5.6	?	7.6%	12µM*	-29.9%	-4.0%	14.6%	8.5%	10.3%	?
> O=C(N/N=C/c1ccc(OC(=O)c2cccc(F)c2)cc1)c1cccnc1
→ 4.3	-5.4	-0.7%	-12.9%	-0.5%	-10.8%	-0.9%	10.7%	-2.1%	3.7%	-6.6
> CC(=O)C1=C(c2ccccc2)NC(=O)NC1c1ccccc1OCC(=O)Nc1ccccc1 (stereo not given)
→ 3.7	-39.3	2.7%	2.1%	0.1%	?	0.0%	-3.8%	-2.7%	-7.6%	-4.5
> O=C(CC(c1ccccc1)c1cc(Br)ccc1O)N1CCCC1 (stereo not given)
→ 0.0	-31.9	-5.4%	-92.2%	2.3%	-6.4%	0.2%	6.1%	0.7%	-7.3%	-7.5
> COc1ccc(CC(=O)Nc2cccc(/C(C)=N/NC(=O)c3cccc([N+](=O)[O-])c3)c2)cc1
→ -0.1	-3.9	0.1%	3.3%	?	?	-1.5%	-9.0%	-2.9%	-10.1%	-2.3
> CCN(c1cccc(C(F)(F)F)c1)S(=O)(=O)c1ccc2c(c1)CCN2C(=O)C1CC1
→ 2.8	-3.6	-10.3%	0.3%[0.365 µM]	3.2%	-36.2%	-0.9%	-8.7%	-0.1%	?	0.7
> CC(=O)c1cccc(NC(=O)CSc2nnc(C(C)N(C)C)n2Cc2ccccc2)c1 (stereo not given)
→ 2.6	-6.2	-0.8%	-4.4%	2.3%	-1.5%	1.5%	3.1%	0.8%	-7.9%	9.6
> CC(=O)Nc1sc2c(c1-c1nc3ccccc3s1)CCN(C(C)C)C2
→ -1.4	-4.7	-30.1%[inhibitor]	11.2µM*	-0.6%&1.9%	8.91µM*	4.4%	?	-31.2%[inhibitor]	-9.7%	15.7
> CCCSc1nc(C)c2cc(C)cc(C)c2n1
→ -11.1	5.5	8.2%	-1.4%	?	-10.2%	2.1%	6.3%	8.2%	7.7%	7.0
> OCC#CCSc1nnc(-c2ccc(Br)cc2)o1
→ -1.2	6.4	-3.6%	?	?	?	4.6%	-8.5%	9.5%	20.6µM*	6.9
> C/C(=N\NC(=O)c1ccc(NS(=O)(=O)c2cccs2)cc1)c1ccccn1
→ -0.5	15.3	-3.0%	2.6%	?	-35.3%	-3.8%	-6.1%	-8.3%	5.6%	37.5[activator]
> Cc1ccc(C(C(=O)NC2CCCC2)N(Cc2ccc(F)cc2)C(=O)c2csnn2)o1 (stereo not given)
→ -0.2	-13.8	0.3%	-16.4%	7.6%	0.6%	-2.0%	-3.1%	-2.6%	0.0%	-1.1
> COc1ccc(/C=C2\SC(=S)N(CC(=O)N3CCN(C)CC3)C2=O)cc1
→ 6.6	-7.1	-6.3%	1.6%	10.7µM*	-12.4%	0.6%	-6.7%	-3.2%	-0.1%	-9.1
> N#Cc1cccnc1Oc1ccccc1
→ 0.3	30.2	-1.1%	3.9%	0.0%	0.0%	-5.7%	-1.8%	1.4%	1.9%	-16.7
> COc1cc2[nH]c(C(=O)N3CCc4ccccc4C3)cc2c(OC)c1OC
→ .	3.3	-3.8%	4.6%	?	15.4%	0.6%	-10.6%	0.1%	8.0%	5.6
> COc1ccc(C(=O)N2CCN(c3ccc(C)cc3)CC2)cc1OC
→ -2.2	18.0	0.1%	1.6%	3.3%	-0.8%	-4.3%	-5.1%	1.7%	-3.2%	25.7
> CC(C)N(C(=O)CSc1nc(Cc2ccccc2)nc2ccccc12)C(C)C
→ 1.9	-3.8	-1.5%	20.5%	4.6%	26.1%[1.91 µM]	1.0%	-5.3%	-7.3%	-9.5%	-18.2
> NCCc1nnc(SCc2ccccc2Cl)o1
→ 9.3	-23.6	0.7%	-9.5%	1.3%	2.1%	2.0%	3.6%	-0.4%	0.3%	-18.5
> O=C(CSc1c(Cl)cccc1Cl)NC1CCCc2ccccc21 (stereo not given)
→ 4.1	-7.7	12.5%	-25.9%	6.2%	?	-8.0%	23.0%	-4.5%	1.1%	15.8
> CCN(CC)S(=O)(=O)c1cccc(C(=O)OCC(=O)C23CC4CC(CC(C4)C2)C3)c1
→ -2.9	-17.4	3.3%	6.6%	-17.3%	0.4%	0.7%	.	-0.5%	1.2%	-15.5
> CC1CC(C)CN(C(=O)C(NS(=O)(=O)c2ccc(Br)s2)c2ccccc2)C1 (stereo not given)
→ 1.3	4.6	-9.6%	-20.9%	-0.3%	29.4%	-1.8%	0.0%	0.1%	-1.8%	4.5
> CC(C)OC(=O)n1c(=S)oc2ccccc21
→ 4.1	2.7	-0.1%	?	-7.7%	0.6%	-6.6%	-1.2%	11.5%	10.5%	-5.1
> Cc1ccc(CNC(=O)CSc2nnc3c(n2)[nH]c2ccccc23)cc1
→ -5.0	-7.3	10.6%	-9.4%	0.1%	-9.8%	0.0%	4.9%	-4.4%	-1.7%	7.7
> Cc1ccc(S(=O)(=O)NCc2cccnc2)s1
→ 0.1	-3.4	-0.8%	-10.1%	0.6%	?	-6.1%	2.8%	4.4%	-6.7%	-13.3
> CCCc1cc(=O)[nH]c(Nc2cc(OC)ccc2OC)n1
→ -3.7	1.3	-0.7%	2.9%	0.0%	13.1%	-1.1%	6.0%	0.7%	-1.6%	1.7
> CCN(CC)S(=O)(=O)c1cc(NC(=O)CSc2nccn2C)ccc1C
→ 3.6	-1.7	12.0%	28.2%	?	6.6%	-2.5%	-1.7%	12.1%	1.8%	2.1
> CCCn1c(N)c(C(=O)CSc2nc3ccccc3s2)c(=O)[nH]c1=O
→ 0.4	14.8	15.7%	-4.0%	-3.2%	?	0.7%	-12.5%	8.7%	-12.3%	9.4
